GAA850 FXN act – increases GAA850 frataxin promoter reporter activity | activation, % at 6 µM | 360,000 compounds, 0.56% hits | HEK293 lucGAA850 FXN promoter luciferase reporter, 24 h; percent of 10 µM SAHA response;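 active = activation above the average of all compounds screened plus 3 SD, cutoff fixed separately per campaign, cut at about 7.5% in these data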;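 note: 0% = DMSO wells and 100% = 10 µM SAHA wells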
DDE Tn6 FP inh – DD(E)-Tn6 binding inhibition, primary FP screen. P02675. Fibrin DD(E) TRITC-Tn6 fluorescence polarization displacement. inhibition, % at 8.3 µM. 370,000 compounds, 0.21% hits. AID 720509;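 active = inhibition above a per-campaign cutoff: mean of compounds within control limits plus 3 SD, cut at about 15% in these data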;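 note: 0% = median of all compound wells on the plate and 100% = blocking peptide control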
GC-A act – GC-A (human) enzyme activation | HEK293 GC-A cells, cGMP TR-FRET, EC30 ANP; 0% at EC30 ANP, 100% saturating ANP | activation, % at 10 µM | 370,000 compounds, 0.14% hits | AID 1671463 | P16066; in the data active = activation above about 40%
sPLA2-III inh – Inhibits HGIII-sPLA2 liposome hydrolysis, primary screen; inhibition, % at 12.2 µM; 370,000 compounds, 0.56% hits; QFRET BODIPY PC-A2 liposome hydrolysis, fluorescence; Q9NZ20;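 active = inhibition above mean plus 3 SD of compounds lying within the high and low control bounds, cut at about 19% in these data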;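 note: 0% = median of test compound wells and 100% = no enzyme DMSO wells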
ADAM10 inh – ADAM10 inhibition, QFRET primary screen. O14672. recombinant ADAM10, EDANS/DABCYL FRET peptide cleavage, 3 h. inhibition, % at 7 µM. 370,000 compounds, 0.62% hits;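 active = inhibition above a per-campaign cutoff equal to the mean of compounds falling between control-based bounds plus 3 SD, cut at about 20% in these data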;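 note: 0% = DMSO wells while the 100% control is not disclosed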
proKLK7 act – proKLK7 (human) activation, primary screen; purified proKLK7, EDANS-DABCYL substrate fluorescence; 100% is mature enzyme control, 0% vehicle; P49862; 370,000 compounds, 0.9% hits; activation, % at 7 µM;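 active = activation above the mean of all tested compounds plus 3 SD, computed per campaign excluding outliers beyond control limits, cut at about 13% in these data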
GC-B act – GC-B (human) receptor activation; 370,000 compounds, 0.11% hits; P20594; activation, % at 10 µM; AID 1920062; HEK293-GC-B cells, CNP EC30, cGMP TR-FRET; 0% at EC30 CNP, 100% saturating CNP;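 active = activation at 10 µM reaching about 35% in either raw or pattern-adjusted values, limit read from the data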
Target sequence (P20594 whole entry, looked up): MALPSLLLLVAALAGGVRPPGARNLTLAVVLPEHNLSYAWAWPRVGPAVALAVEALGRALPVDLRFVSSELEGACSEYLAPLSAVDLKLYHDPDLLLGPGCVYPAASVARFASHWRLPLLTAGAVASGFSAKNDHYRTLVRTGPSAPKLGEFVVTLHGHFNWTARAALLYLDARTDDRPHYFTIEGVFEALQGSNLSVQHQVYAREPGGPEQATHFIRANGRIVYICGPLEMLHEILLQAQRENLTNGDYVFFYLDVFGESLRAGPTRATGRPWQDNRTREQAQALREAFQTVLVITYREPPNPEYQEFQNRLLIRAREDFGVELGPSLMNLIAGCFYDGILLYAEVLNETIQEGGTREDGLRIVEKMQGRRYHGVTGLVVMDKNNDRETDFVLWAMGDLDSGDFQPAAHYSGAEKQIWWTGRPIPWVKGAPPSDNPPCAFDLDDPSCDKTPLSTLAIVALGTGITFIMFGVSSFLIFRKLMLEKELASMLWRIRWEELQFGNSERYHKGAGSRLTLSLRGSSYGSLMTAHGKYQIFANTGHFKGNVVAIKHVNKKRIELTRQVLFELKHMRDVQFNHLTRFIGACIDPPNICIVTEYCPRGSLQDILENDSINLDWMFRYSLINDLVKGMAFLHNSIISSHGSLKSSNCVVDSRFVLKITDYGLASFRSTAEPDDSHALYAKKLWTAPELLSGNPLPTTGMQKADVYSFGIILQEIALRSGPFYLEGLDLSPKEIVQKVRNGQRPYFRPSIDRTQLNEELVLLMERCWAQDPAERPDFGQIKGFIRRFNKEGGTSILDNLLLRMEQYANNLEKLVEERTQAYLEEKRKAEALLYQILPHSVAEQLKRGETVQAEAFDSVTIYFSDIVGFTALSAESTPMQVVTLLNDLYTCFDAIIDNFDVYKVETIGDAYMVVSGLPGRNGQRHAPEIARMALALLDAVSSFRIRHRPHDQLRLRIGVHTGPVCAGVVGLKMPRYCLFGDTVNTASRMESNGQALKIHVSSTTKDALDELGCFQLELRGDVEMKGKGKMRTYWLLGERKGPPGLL
rCAG RNA binder – molecules binding r(CAG) RNA repeats | r(CAG) RNA repeat, TO-PRO-1 dye displacement fluorescence | inhibition, % at 3 µM | 370,000 compounds, 1.3% hits;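 active = inhibition above the plate cutoff, the mean of all test compounds on that plate plus 3 SD, cut at about 35% in these data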;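 note: 0% = DMSO alone and 100% = 100 µM mitoxantrone as full dye displacement; higher means more dye released from RNA so lower well fluorescence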
ARFGAP1 inhibitor – rat ARFGAP1 inhibition | inhibition, % at 16.5 µM | Q62848 | 360,000 compounds, 0.26% hits | Arfgap1-stimulated ARF1 GTP hydrolysis, GDP FP detection | AID 651572;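 active = inhibition above a per-plate limit, mean inhibition of low control wells plus 3 SD, cut at about 25% in these data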;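 note: 0% = DMSO wells with enzyme and 100% = wells lacking Arfgap1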
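System: truncated rat Arfgap1 GAP domain / Medium: HEPES-based buffer, pH 7.5 / Also added: N-terminally truncated human ARF1-GTP substrate / Incubation: enzyme reaction 120 min at 25 °C after 20 min preincubation / Measured by: FP of antibody-bound GDP Alexa 633 tracer, ex 620/em 688 nm / Replicates: singlicate, each compound tested once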
ASAP1 inh – inhibitors of human ASAP1 ArfGAP activity | 360,000 compounds, 0.19% hits | Q9ULH1 | ASAP1-stimulated ARF1 GTP hydrolysis, GDP FP detection | inhibition, % at 16.5 µM; in the data active = inhibition above about 25%;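 note: 0% = vehicle with enzyme and substrate and 100% = no enzyme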
* marks the source's active call; other numbers are inactive results; . = not tested or not shown. Rows are unselected. About 4.5% of those tested had a hit in this group.

no. | SMILES | proKLK7 act | ASAP1 inh | GC-A act | GAA850 FXN act | sPLA2-III inh
1 | CCOC(=O)N/N=C1\CC(C)CC(C)(C)C1 (stereo not drawn) | -0.4 | -12.0 | 0.7 | 1.6 | 3.9
2 | O=C(Nc1ccc(Br)cc1)N1CCc2ccccc2C1 | 0.4 | 3.0 | -1.6 | 5.8 | -8.1
3 | COCc1cc(OC)nc(-c2csc(C)n2)n1 | 0.7 | -5.7 | 4.0 | -0.1 | -4.6
4 | CCCNC(=O)COC(=O)c1ccccc1C(=O)c1ccc(Cl)c([N+](=O)[O-])c1 | 0.0 | -0.3 | -36.1 | -1.9 | 0.7
5 | COc1ccc(CCNC(=O)c2ccc3c(c2)NC(=O)C(C(C)C)N3)cc1OC (stereo not drawn) | 0.3 | 5.1 | 0.5 | 0.1 | -2.4
6 | CN(C)CCCN(C(=O)c1cc(-c2cccs2)nc2ccccc12)c1nc2ccc(F)cc2s1 | 2.7 | -1.3 | -9.8 | 1.6 | -12.3
7 | CNC(=O)CSc1nc2cccnc2n1C1CCCCC1 | -0.2 | 3.5 | -0.3 | 1.2 | 8.7
8 | O=C(N/N=C/C(Cl)=C/c1ccccc1)c1ccco1 | -0.2 | -1.5 | -4.3 | 6.0 | 1.9
9 | CCNC(=O)c1cccc(NC(=O)C2CC(=O)N(CCc3ccccc3)C2)c1 (stereo not drawn) | 0.3 | -9.6 | 0.9 | 1.5 | 8.5
10 | COc1cccc(OC)c1C1=CC(=O)C[C@H](c2ccc3c(c2)OCO3)C1 | 0.5 | 6.8 | 5.0 | -1.2 | -2.0
11 | Cn1cc(S(=O)(=O)N2CCc3ccccc32)cc1C(=O)NC(C)(C)C | 0.0 | 6.5 | -31.2 | -4.3 | -6.6
12 | COC(=O)c1cc2c(c3c4cc(F)ccc4n(S(=O)(=O)c4ccc(C)cc4)c13)C(=O)N(c1ccc(OC)cc1)C2 | -1.1 | 3.9 | 2.5 | . | 6.1
13 | OCCN1C2=NCCCN2c2ccccc21 | 0.0 | 2.4 | -3.3 | -0.5 | 3.8
14 | Cc1cc2c(c(=O)o1)[C@@]1(C(=O)N(C)c3ccccc31)C1=C(CC(C)(C)OC1=O)O2 | 0.5 | -8.7 | -1.5 | . | 1.5
15 | Cc1ccccc1OCC(=O)OCC(=O)c1ccc[nH]1 | 0.3 | -6.5 | -1.0 | 1.1 | -1.9

no. | ADAM10 inh | GC-B act | rCAG RNA binder | ARFGAP1 inhibitor | DDE Tn6 FP inh
1 | -4.0 | -0.2 | -2.5 | -16.5 | -10.6
2 | 5.6 | -5.7 | -1.4 | 1.9 | 3.9
3 | 0.2 | -0.3 | -1.8 | -5.2 | -0.2
4 | 8.2 | -14.0 | -1.5 | -10.1 | -1.7
5 | -3.4 | -6.5 | -1.4 | -1.4 | -7.0
6 | -206.0 | -16.8 | -1.6 | 0.5 | 9.1
7 | 6.6 | -0.1 | -4.4 | 5.7 | -1.3
8 | -7.8 | -10.0 | 8.8 | 8.3 | 0.6
9 | 0.0 | -3.1 | 3.1 | 5.3 | 3.0
10 | -9.7 | 2.2 | 6.2 | -1.0 | -2.7
11 | 0.7 | -20.7 | 1.2 | 4.3 | -0.6
12 | -16.1 | 1.6 | 14.9 | 10.7 | -1.6
13 | -4.2 | 0.6 | -3.3 | -7.8 | 0.2
14 | -8.5 | -0.9 | 0.6 | -0.7 | -2.0
15 | -0.5 | -0.7 | 2.7 | -6.7 | 9.7

The results go on:
no. | SMILES | proKLK7 act | ASAP1 inh | GC-A act | GAA850 FXN act | sPLA2-III inh
16 | OCCN=C(c1ccccc1)C12CN3CN(CN(C3)C1)C2 | 0.3 | -1.8 | 0.4 | 1.2 | 0.2
17 | O=C1NC[C@@H](CCCCN2CCN(CCc3ccc(O)cc3)C(=O)C2=O)N(Cc2ccccc2)C1=O | -0.1 | 4.5 | 2.4 | . | -0.3
18 | CCOc1ccc2c(c1)c(N=Nc1cccc(C(=O)O)c1)c(O)n2C | 0.1 | 0.3 | -1.5 | 8.8* | -2.6
19 | Cc1cc(C)cc(OCc2nc3ncc(Br)cc3[nH]2)c1 | 0.3 | 10.9 | 22.6 | -4.6 | -3.3
20 | Cn1cc(C(=O)Nc2ccc(Cl)c(Cl)c2)cn1 | 0.2 | 3.1 | 7.1 | 2.1 | 7.2
21 | Cc1ccc(NC(=O)Nc2c(C)n(C)n(-c3ccccc3)c2=O)cc1 | -0.4 | 1.0 | 3.1 | 3.6 | 5.1

no. | ADAM10 inh | GC-B act | rCAG RNA binder | ARFGAP1 inhibitor | DDE Tn6 FP inh
16 | 4.3 | -1.4 | -0.3 | 3.6 | 6.0
17 | -2.3 | 3.3 | -0.5 | 5.0 | 4.2
18 | -4.2 | -1.6 | 11.0 | 8.6 | -1.0
19 | -5.3 | -5.8 | -0.5 | 10.9 | -7.1
20 | 6.7 | 0.4 | -1.8 | -1.7 | -2.3
21 | -7.2 | 2.0 | -5.0 | 5.8 | -2.3

Molecules above that contain a halogen (7):
no. | SMILES | proKLK7 act | ASAP1 inh | GC-A act | GAA850 FXN act | sPLA2-III inh
2 | O=C(Nc1ccc(Br)cc1)N1CCc2ccccc2C1 | 0.4 | 3.0 | -1.6 | 5.8 | -8.1
4 | CCCNC(=O)COC(=O)c1ccccc1C(=O)c1ccc(Cl)c([N+](=O)[O-])c1 | 0.0 | -0.3 | -36.1 | -1.9 | 0.7
6 | CN(C)CCCN(C(=O)c1cc(-c2cccs2)nc2ccccc12)c1nc2ccc(F)cc2s1 | 2.7 | -1.3 | -9.8 | 1.6 | -12.3
8 | O=C(N/N=C/C(Cl)=C/c1ccccc1)c1ccco1 | -0.2 | -1.5 | -4.3 | 6.0 | 1.9
12 | COC(=O)c1cc2c(c3c4cc(F)ccc4n(S(=O)(=O)c4ccc(C)cc4)c13)C(=O)N(c1ccc(OC)cc1)C2 | -1.1 | 3.9 | 2.5 | . | 6.1
19 | Cc1cc(C)cc(OCc2nc3ncc(Br)cc3[nH]2)c1 | 0.3 | 10.9 | 22.6 | -4.6 | -3.3
20 | Cn1cc(C(=O)Nc2ccc(Cl)c(Cl)c2)cn1 | 0.2 | 3.1 | 7.1 | 2.1 | 7.2

no. | ADAM10 inh | GC-B act | rCAG RNA binder | ARFGAP1 inhibitor | DDE Tn6 FP inh
2 | 5.6 | -5.7 | -1.4 | 1.9 | 3.9
4 | 8.2 | -14.0 | -1.5 | -10.1 | -1.7
6 | -206.0 | -16.8 | -1.6 | 0.5 | 9.1
8 | -7.8 | -10.0 | 8.8 | 8.3 | 0.6
12 | -16.1 | 1.6 | 14.9 | 10.7 | -1.6
19 | -5.3 | -5.8 | -0.5 | 10.9 | -7.1
20 | 6.7 | 0.4 | -1.8 | -1.7 | -2.3
